RGS4 inh = inhibitors of human regulator of G protein signaling 4; P49798; Transcreener GDP fluorescence polarization, RGS4-accelerated GTP hydrolysis; Potency, µM (doses to about 114 µM), inactives show top-dose activity change, negative = inhibition, actives largely listed as inhibitors; 390,000 tested, 0.039% active; further: nearly all actives have a fitted effect of over 75% in size; some results filed as inactive show a strong effect at the top dose
Target sequence (P49798 whole entry, looked up): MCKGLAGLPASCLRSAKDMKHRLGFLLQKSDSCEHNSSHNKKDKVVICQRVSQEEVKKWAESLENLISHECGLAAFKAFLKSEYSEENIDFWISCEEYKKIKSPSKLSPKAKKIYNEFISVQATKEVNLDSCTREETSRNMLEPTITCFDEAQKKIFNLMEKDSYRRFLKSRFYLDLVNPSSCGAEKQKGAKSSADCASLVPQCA
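MLSMR compounds (23 nl, pin-transferred) preincubated 10 min at room temperature with a 500nM (2x) first reagent, then RGS4 at 900nM (2x) plus Transcreener GDP mix added; fluorescence polarization (620/688 nm) read before and after 90 min at 30 °C.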
Vif-A3G inh = blocks the Vif interaction with human APOBEC3G; Q9HC16; HeLa A3G-eYFP + Vif (tagged APOBEC3G with the HIV-1 protein that degrades it), YFP fluorescence, overnight; Potency, µM (titrated, usually from 46.1 µM), for the others: at the highest dose activity, negative = active, hits mostly inhibitors; 410,000 tested, 0.076% active;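 further: nearly all actives have a fitted effect of over 60% in size; hits raise eYFP signal because A3G escapes Vif-driven loss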
Target sequence (Q9HC16 whole entry, looked up): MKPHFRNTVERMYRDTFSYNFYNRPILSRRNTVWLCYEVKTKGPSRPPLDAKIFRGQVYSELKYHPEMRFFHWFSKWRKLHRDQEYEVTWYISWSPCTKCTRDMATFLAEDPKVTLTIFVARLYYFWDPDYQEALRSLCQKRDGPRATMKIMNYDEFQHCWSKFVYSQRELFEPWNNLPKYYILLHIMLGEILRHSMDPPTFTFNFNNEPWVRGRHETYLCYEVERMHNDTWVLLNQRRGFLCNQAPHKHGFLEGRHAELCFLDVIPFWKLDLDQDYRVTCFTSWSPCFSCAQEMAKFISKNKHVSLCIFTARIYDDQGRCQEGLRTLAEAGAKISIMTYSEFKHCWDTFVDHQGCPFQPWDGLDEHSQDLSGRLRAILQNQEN
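HeLa cells stably expressing Vif and C-terminally eYFP-tagged A3G, seeded overnight at 37 deg C, then exposed to compound by pintool overnight at 37 deg C. Rise in yellow fluorescence (Ex 488/Em 500-530, Acumen) marks blocked Vif-driven A3G degradation.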
TrxR1 inh = blocks rat thioredoxin reductase 1. O89049. recombinant rTrxR1, NADPH fluorescence consumption, selenite substrate. Potency, µM (top dose mostly 114 µM), without a hit: top-dose activity change, negative = inhibition, actives largely listed as inhibitors. 390,000 tested, 1% active. AID 588453; further: nearly all actives have a fitted effect of over 65% in size
Target sequence (O89049 whole entry, looked up): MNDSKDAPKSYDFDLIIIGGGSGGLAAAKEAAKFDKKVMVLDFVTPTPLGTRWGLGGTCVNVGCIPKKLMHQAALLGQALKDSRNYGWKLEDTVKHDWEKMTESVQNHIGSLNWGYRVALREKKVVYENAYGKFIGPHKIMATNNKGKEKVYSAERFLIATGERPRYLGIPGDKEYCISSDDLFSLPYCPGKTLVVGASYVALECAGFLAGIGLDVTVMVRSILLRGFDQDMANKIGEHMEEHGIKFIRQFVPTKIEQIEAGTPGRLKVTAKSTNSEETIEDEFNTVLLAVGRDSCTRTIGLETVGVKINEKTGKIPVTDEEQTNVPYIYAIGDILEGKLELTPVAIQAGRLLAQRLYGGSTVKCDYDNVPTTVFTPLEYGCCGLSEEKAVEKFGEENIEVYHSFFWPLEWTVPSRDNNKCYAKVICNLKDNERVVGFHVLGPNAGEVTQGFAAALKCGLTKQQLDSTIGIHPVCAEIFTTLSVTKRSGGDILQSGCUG
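Rat TrxR1 (90 nM in the dispensed reagent) was pre-reduced with 400 uM NADPH for 5 min at room temperature, then incubated with compound for 15 min. After 400 uM selenite was added, NADPH fluorescence (Ex 340/Em 450 nm) was followed for 8 min.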
RXFP1 agonist = agonists of human relaxin receptor RXFP1; Q9HBX9; Potency, µM (highest dose often 57.5 µM), inactives show top-dose activation, usual class: activators; AID 2676; 370,000 tested, 0.3% active; HEK293T-RXFP1 cAMP TR-FRET, 30 min; response scale: percent of porcine relaxin response, buffer zero; further: nearly all actives have a fitted effect of over 60% in size; many of its hits are not listed in these tables
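cAMP rise read by TR-FRET after 30 min, 37C compound exposure (up to 58 uM) in RXFP1-transfected HEK293 cells with Ro 20174 present. EC50 from Hill-equation fits, with 29 nM porcine relaxin as 100% and buffer as basal.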
12-LOX inh = blocks human arachidonate 12S-lipoxygenase; purified 12hLO, xylenol orange hydroperoxide absorbance; Potency, µM (series often up to 108 µM), without a hit: top-dose activity change, negative = inhibition, usual class: inhibitors; 580,000 tested, 1.1% active; AID 1671190
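Hydroperoxide product was detected by ferrous iron/xylenol orange as the 573 to 405 nm absorbance ratio. Arachidonic acid at 40 uM (final) was turned over for 30 min at room temperature by 150 nM human 12hLO, pH 7.0 Hepes buffer, after 15 min compound preincubation.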
The depositor's hits bear a star; i = inactive; ? = inconclusive; · = no result given; [ ] = another dose, or the depositor's remark. The call rests on the fitted dose curve; in most records, active means well fitted curve in the direction sought with a large enough effect; inconclusive means small, poorly fitted or top-dose-only effect, or another doubt; inactive means no such curve, though single readings can be large; an effect the other way counts as inactive or inconclusive. On the % scale 0 is the no-effect control and ±100 the full control effect; potency means the concentration at half of the fitted maximal effect. These rows are one share of the data. The share of hits here may be higher or lower than overall.

Sample of the layout (2 entries):
Every second line gives: RGS4 inh	Vif-A3G inh	TrxR1 inh	RXFP1 agonist	12-LOX inh
O=C(O)CC/C=C\CC[C@H]1[C@@H](N2CCCCC2)[C@@H](O)C[C@@H]1OCc1ccc(-c2ccccc2)cc1
    8.4µM*	·	·	·	0%
COc1ccc(S(=O)(=O)N(CCO)c2ccccc2CN(C)C/C=C/c2ccc(Cl)cc2)cc1
    i	·	·	·	-21%

The whole of this part, repeating the preview:
Every second line gives: RGS4 inh	Vif-A3G inh	TrxR1 inh	RXFP1 agonist	12-LOX inh
O=C(O)CC/C=C\CC[C@H]1[C@@H](N2CCCCC2)[C@@H](O)C[C@@H]1OCc1ccc(-c2ccccc2)cc1
    8.4µM*	·	·	·	0%
COc1ccc(S(=O)(=O)N(CCO)c2ccccc2CN(C)C/C=C/c2ccc(Cl)cc2)cc1
    i	·	·	·	-21%
OCC(O)COc1cccc2ccccc12 (configuration not stated)
    ?	·	·	·	-12%
CCCCCCCCCCCCCCCCCCc1ccc(C(=O)/C=C/C(=O)O)cc1
    ?	·	·	·	-11%
CCCCCCCCCCCCCCCC(=O)C(F)(F)F
    27%[56.9 µM]	·	·	·	0%
CNC(=O)[C@H]1O[C@@H](n2cnc3c(N)ncnc32)[C@H](O)[C@@H]1O
    ?	·	·	·	11%
CC/C=C\C/C=C\C/C=C\C/C=C\C/C=C\C/C=C\CCC(=O)O
    -40%[56.9 µM]	·	·	·	?
COc1ccc(NC(=O)c2ccc(-c3ccc(-c4noc(C)n4)cc3C)cc2)cc1OCCN(C)C
    360%[activator][56.9 µM]	·	·	·	?
CC(N)=NCCC[C@H](N)C(=O)O
    i	·	·	·	?
COc1cc(C[C@H]2C(=O)OC[C@@H]2Cc2ccc(OC)c(OC)c2)ccc1O
    i	·	·	·	0%
CSc1ccc2c(c1)[C@H](N1CCN(C)CC1)Cc1ccccc1S2
    -49%[56.9 µM]	·	·	·	?
O=C(/C=C/c1ccc(O)cc1)c1cccs1
    i	·	·	·	-78%
NCCCCNS(=O)(=O)c1ccc2c(Cl)cccc2c1
    i	·	·	·	0%
N#C/C(=C\c1cc(Cl)cc(Cl)c1)c1cccnc1
    i	·	·	·	0%[176 µM]
CC[C@]1(O)C[C@@H]2CN(CCc3c([nH]c4ccccc34)[C@](C(=O)OC)(c3cc4c(cc3OC)N(C)[C@H]3[C@](O)(C(=O)OC)[C@@H](C(=O)OC)[C@@]5(CC)C=CCN6CC[C@@]43[C@@H]65)C2)C1
    i	·	·	·	?
CC1=C(C(=O)OC(C)C)[C@@H](c2cccc3nonc23)C([N+](=O)[O-])=C(C)N1
    ?	·	·	·	0%
CCCCC[C@H](O)CC(=O)CCc1ccc(O)c(OC)c1
    ?	·	·	·	11%[176 µM]
CCCCC/C=C\C/C=C\C/C=C\C/C=C\CCCC(=O)O[C@H](COCCCCCCCCCCCCCCCC)COP(=O)([O-])OCC[N+](C)(C)C
    i	·	·	·	-1%[12.5 µM]
CC1=C(/C=C/C(C)=C/C=C/C(C)=C/C(=O)O)C(C)(C)CCC1O (configuration not stated)
    i	·	·	·	?
C[C@H](N)C(=O)O
    i	·	·	·	56%[activator]

More records follow:
Every second line gives: RGS4 inh	Vif-A3G inh	TrxR1 inh	RXFP1 agonist	12-LOX inh
CC(C)Oc1ccc2c(=O)c3cc(C(=O)O)ccc3oc2c1
    -54%[56.9 µM]	·	·	·	35%[activator]
CNC(=O)[C@H]1O[C@H](n2cnc3c(NCc4cccc(I)c4)nc(Cl)nc32)[C@@H](O)[C@@H]1O
    ·	·	·	·	?
CC(C)NC[C@H](O)c1ccc2ccccc2c1
    i	·	·	·	0%
CO[C@H]1C[C@@H]2CC[C@@H](C)[C@@](O)(O2)C(=O)C(=O)N2CCCC[C@H]2C(=O)O[C@H](C(C)C[C@H]2CC[C@@H](O)[C@H](OC)C2)CC(=O)[C@H](C)/C=C(\C)[C@@H](O)[C@@H](OC)C(=O)[C@H](C)C[C@H](C)/C=C/C=C/C=C/1C (some centres not stated)
    i	·	·	·	8%[57.4 µM]
CCCc1c(OCCCOc2ccc(OCC(=O)O)cc2)ccc(CC=O)c1O
    i	·	·	·	0%
COCCCCCCCCCCCC(=O)O
    210%[activator][56.9 µM]	·	·	·	-4%[12.5 µM]
O=C(c1ccc(F)cc1)C1CCN(CCn2c(=S)[nH]c3ccccc3c2=O)CC1
    ?	·	·	11%	231%[activator]
Cc1cccc(C)c1NC(=O)C[N+](C)(C)C
    ·	·	3%	·	258%[activator]
CC(=O)Nc1cnc(-c2ccc3c(c2)OCO3)cn1
    ·	1%	·	·	?
Cn1c(=O)c2cc(NC(=O)OCCF)ccc2n1Cc1cccc(C(F)(F)F)c1
    ·	0%	·	·	-2%
CC1(C(=O)NCc2ccccc2)CCC(=O)N1CCCn1ccnc1 (configuration not stated)
    ·	-2%	·	·	-24%
Cc1cc(C(=O)N2CCC2(C)C(=O)Nc2ccc3[nH]ncc3c2)nn1C (configuration not stated)
    ·	-4%	·	·	0%
CN1OC[C@@H]2CN(S(=O)(=O)c3cccc4ccccc34)[C@H](c3ccc(N4CCCCC4)cc3)C[C@@H]21
    ·	-4%	·	·	?
CCOC(=O)C1=CC[C@@H](c2ccc(OC)cc2)N(S(=O)(=O)c2ccc(C)cc2)[C@H]1CC
    ·	2%	·	·	-11%
CCOC(=O)N(C)c1c(CC)nc2c(OCc3ccc(F)c(F)c3)cccn12
    ·	-2%	·	·	0%
O=C1Nc2ccccc2N=C(c2ccc3c(c2)OCO3)C1N(C(=O)c1ccc2ccccc2c1)C1CC1 (configuration not stated)
    ·	-10%	·	·	-23%
Cc1noc(C)c1C(=O)N1CCC1(C)C(=O)NS(=O)(=O)Cc1cccc(Cl)c1 (configuration not stated)
    ·	-1%	·	·	-23%
COc1ccc(Cl)cc1-c1cc(C(=O)Nc2ccc(F)cc2)[nH]n1
    ·	-4%	·	·	-4%
CCc1cnc(Nc2nc(C(N)Cc3ccc(Cl)cc3)cs2)nc1 (configuration not stated)
    ·	1%	·	·	-18%
c1ccc(CCNc2cc(-c3ccc4ccccc4c3)nc3ccnn23)nc1
    ·	-1%	·	·	2%

Other results
Every second line gives: RGS4 inh	Vif-A3G inh	TrxR1 inh	RXFP1 agonist	12-LOX inh
C[C@H]1CN([C@@H](C)CO)C(=O)CCCn2cc(nn2)CO[C@@H]1CN(C)C(=O)Nc1ccc(-c2cccs2)cc1
    ·	3%	·	·	0%
O=C(NCC(F)(F)F)c1[nH]c(C(F)(F)F)nc1-c1ccccc1
    ·	-4%	·	·	?
COc1ccc(OCCN2CCC(C(=O)NC(c3ccc(Cl)cc3)c3cccnc3)CC2)cc1 (configuration not stated)
    ·	-11%	·	·	-6%
CCCNC(=O)C1(C)CCCN(C(=O)c2sccc2C)C1 (configuration not stated)
    ·	1%	·	·	2%
COC(=O)c1cnc(Nc2nc(CN)cs2)nc1C(F)(F)F
    ·	-1%	·	·	5%
CN1OC[C@@H]2CN(S(=O)(=O)c3cccc(C(F)(F)F)c3)[C@H](c3ccc(N4CCCCC4)cc3)C[C@@H]21
    ·	-2%	·	·	0%
COc1ccc(NC(=O)c2ccc(-c3c(C)noc3C)c3ccoc23)cn1
    ·	-4%	·	·	?
CC(=O)Nc1ccc(-c2ccnc3c2CC(C)(C(=O)NC(C)C)O3)cc1 (configuration not stated)
    ·	0%	·	·	9%
Cc1ccc(CN2CC(N3CCC(c4ccccc4)CC3)CS2(=O)=O)cc1 (configuration not stated)
    ·	0%	·	·	?
Fc1cccc(Cc2c(-c3ccccc3)nc3ccc(Cl)cn23)c1
    ·	?	·	·	?
CC1=C(C(=O)N(C(C)C)C(C)C)CC(CC(=O)NC2CCCC2)C(=O)N1Cc1ccc(F)cc1 (configuration not stated)
    ·	0%	·	·	23%
CC1=C(C(=O)N(C(C)C)C(C)C)CC(CC(=O)NC2CCCCC2)C(=O)N1CCC1=CCCCC1 (configuration not stated)
    ·	-1%	·	·	-19%
O=C([C@H]1O[C@@H](n2ccc(=O)[nH]c2=O)[C@H](O)[C@@H]1O)N1CCN(c2ccc(Cl)cn2)CC1
    ·	-1%	·	·	-23%
COc1ccc(NC(=S)N2CCN(c3ccc4c(c3)C3CCN(C(=O)OCc5ccccc5)C4C3)CC2)c(OC)c1 (configuration not stated)
    ·	1%	·	·	?
Cc1ccc(CC2(C)C(=O)Nc3ccc(OC(F)(F)F)cc32)cc1 (configuration not stated)
    ·	-6%	·	·	?
CN(C)CCCNc1nc2cc(-c3cncnc3)sc2c(=O)n1C
    ·	1%	·	·	0%
Nc1ccn([C@@H]2O[C@H](C(=O)N[C@H](CO)c3ccccc3)[C@@H](O)[C@H]2O)c(=O)n1
    ·	-3%	·	·	24%
COc1ccccc1Cc1c(-c2ccc(C#N)cc2)nc2c(C)cc(Br)cn12
    ·	-23%	·	·	?
Clc1cccc(-c2nc3c4ccccc4ccn3c2CC2CCCCC2)c1
    ·	-5%	·	·	?
COc1ccc(-c2nc3ccc(Cl)cn3c2Cc2ccsc2)cc1OC
    ·	-15%	·	·	?

(more compounds)
Every second line gives: RGS4 inh	Vif-A3G inh	TrxR1 inh	RXFP1 agonist	12-LOX inh
COc1ccc(S(=O)(=O)N2CCCCC2c2cc(C(=O)Nc3ccc(OC)cc3C)no2)cc1 (configuration not stated)
    ·	1%	·	·	12%
Cc1nc(C(F)(F)F)ccc1C(=O)N1CCC1(C)C(=O)NS(=O)(=O)c1ccc2c(c1)CCO2 (configuration not stated)
    ·	0%	·	·	-4%
CCc1ccc2c(F)cccc2n1
    ·	2%	·	·	0%
CC(C)c1cccc(-c2csc(C(O)c3ccco3)n2)c1 (configuration not stated)
    ·	-1%	·	·	14µM*
CCCCN(C(C)=O)c1c(CC)nc2ccc(C(=O)NCc3cccs3)cn12
    ·	2%	·	·	-1%
CCCCN(C=O)c1c(CC)nc2c(OCc3ccc(Cl)cc3Cl)cccn12
    ·	-13%	·	·	?
O=C(Nc1ccc(Oc2ccccc2)nc1)[C@H]1O[C@@H](n2ccc(=O)[nH]c2=O)[C@H](O)[C@@H]1O
    ·	-1%	·	·	?
OC(c1cccc(Cl)c1)c1ncc(-c2ccccc2Cl)[nH]1 (configuration not stated)
    ·	-10%	·	·	2%
COc1ccc(NC(=O)c2cc(-c3ccc(F)cc3OC(C)C)n[nH]2)c(OC)c1
    ·	0%	·	·	4%
OC[C@@H]1CN(Cc2ccc3c(c2)OCO3)C[C@H](n2cnc3c(NC4CCCC4)ncnc32)O1
    ·	0%	·	·	-2%
NC(CCc1ccccc1)c1csc(Nc2ccc(C(=O)c3ccccc3)cc2)n1 (configuration not stated)
    ·	4%	·	·	?
Cc1ccc(OCc2nnn(CC(=O)NS(=O)(=O)c3c(C)noc3C)c2-c2ccccc2)cc1
    ·	4%	·	·	-17%
O=C1NC(O)CCN1C1CC(O)C(CO)O1 (configuration not stated)
    ·	-3%	·	·	?
N#Cc1ccc(-c2nc3ccc(Br)cn3c2Cc2cccc(F)c2)cc1
    ·	-24%	·	·	?
CCC(=O)N1CCC(C)(C(=O)Nc2ccc3c(c2)OCO3)C1 (configuration not stated)
    ·	3%	·	·	1%
CN(C)CCNC(=O)c1cccc(-c2cnc3c(NC=O)cc(-c4cccc(C(F)(F)F)c4)cn23)c1
    ·	-20%	·	·	-13%
CCCNC(=O)c1cc2c(c(-c3cccc(-c4ccc(F)cc4)c3)n1)[C@@H](CCO)N(S(=O)C(C)(C)C)C2 (some centres not stated)
    ·	-10%	·	·	?
CCCS(=O)(=O)NC(=O)C1(C)CCCN(C(=O)C2(c3ccc(Cl)cc3)CCCC2)C1 (configuration not stated)
    ·	-3%	·	·	-9%
CC(=O)NC(C)(c1ccccc1)c1nc(-c2ccc(F)c(Cl)c2)cs1 (configuration not stated)
    ·	-12%	·	·	1%
COCCN1C(=O)CCC1(C)C(=O)Nc1ccc2ccccc2c1 (configuration not stated)
    ·	-1%	·	·	-23%
